JMJD2A Tudor inh = blocks the human JMJD2A Tudor domain | AlphaScreen JMJD2A-Tudor / H3K4me3 peptide binding | Potency, µM (series often up to 114 µM), for the others: at the top dose activity change, negative = inhibition, usual class: inhibitors | AID 504339 | O75164 | 390,000 tested, 4.4% active; further: on the % scale 0 is the no-effect control and ±100 the full control effect; nearly all actives have a fitted effect of over 50% in size
G9a inh = inhibitors of human histone lysine methyltransferase G9a; G9a H3K9 monomethylation, AlphaScreen, 2 h; 350,000 tested, 8.8% active; Q96KQ7; Potency, µM (series often up to 102 µM), inactives show at the top dose activity, negative = inhibition, hits mostly inhibitors; further: on the % scale 0 is the no-effect control and ±100 the full control effect; nearly all actives have a fitted effect of over 75% in size
Target sequence (Q96KQ7 913-1193 limits assumed): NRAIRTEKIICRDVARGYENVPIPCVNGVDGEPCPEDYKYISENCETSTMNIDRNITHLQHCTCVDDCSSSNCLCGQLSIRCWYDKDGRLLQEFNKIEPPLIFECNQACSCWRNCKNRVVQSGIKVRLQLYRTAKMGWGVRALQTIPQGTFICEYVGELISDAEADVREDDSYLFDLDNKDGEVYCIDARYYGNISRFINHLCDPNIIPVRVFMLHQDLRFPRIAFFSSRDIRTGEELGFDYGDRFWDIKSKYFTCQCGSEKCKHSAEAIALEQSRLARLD
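Using a bead-based AlphaScreen, monomethylated H3K9 product from 2 h room-temperature reactions (G9a 20 nM, peptide 500 nM, SAM 20 uM) was detected with 0.5 ug/mL rabbit anti-H3K9me1 antibody.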
HP1b chromo inh = blocks HP1-beta chromodomain binding to methylated histone tails; P83916; AlphaScreen HP1-beta / biotin-H3K9me3 peptide binding; Potency, µM (series often up to 114 µM), for the others: top-dose activity change, negative = inhibition, hits mostly inhibitors; 390,000 tested, 0.56% active; AID 540317; further: nearly all actives have a fitted effect of over 70% in size; inactives centre near 23
Target sequence (P83916 whole entry, looked up): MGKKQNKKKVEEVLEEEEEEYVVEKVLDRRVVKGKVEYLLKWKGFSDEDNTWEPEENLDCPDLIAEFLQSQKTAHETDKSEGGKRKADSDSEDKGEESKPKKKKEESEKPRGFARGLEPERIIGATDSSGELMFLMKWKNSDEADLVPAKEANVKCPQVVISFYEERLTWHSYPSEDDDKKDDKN
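HP1-beta protein (50 nM final) preincubated 30 min at room temperature with biotinylated H3(1-18)K9me3 peptide (50 nM) in PBS pH 7.4, 0.01% Tween-20, then compound added for 30 min. AlphaScreen streptavidin donor/nickel chelate acceptor beads (10 ug/mL final), 30 min dark, luminescence read.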
PGK inhibitor = blocks T. brucei phosphoglycerate kinase | AID 602233 | Potency, µM (highest dose often 57.5 µM), for inactives: at the highest dose activity change, negative = inhibition, usual class: inhibitors | P07378 | PGK/GAPDH coupled, Kinase-Glo luminescence, 60 min | 380,000 tested, 0.043% active; further: on the % scale 0 is the no-effect control and ±100 the full control effect; nearly all actives have a fitted effect of over 60% in size
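Recombinant glycosomal PGK reaction used 1,3-bisphosphoglycerate generated in-well by GAPDH (100nM final) in 100mM TEA pH 7.6, 5mM MgCl2, 0.01% Tween-20. After 60 minutes at room temperature, ATP was read by Kinase-Glo Plus luminescence end-point.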
Pol iota inh = inhibitors of human DNA polymerase iota; Q9UNA4; Pol iota fluorescent replication assay, 10 min; Potency, µM (titrated, usually from 115 µM), inactives show at the highest dose activity, negative = inhibition, most hits filed as inhibitors; 390,000 tested, 1% active; AID 588590
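Fluorescent replication assay read twice, at 0 min and 10 min after adding 50 nM (final) substrate. Enzyme (10 nM) and compounds were first incubated 15 min at room temperature; enzyme-free buffer wells were negative controls.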
GLS inhibitor = inhibitors of human glutaminase (GLS); O94925; GLS enzymatic activity, qHTS titration; Potency, µM (doses to about 45.5 µM), for the others: at the highest dose activity change, negative = inhibition, usual class: inhibitors; 410,000 tested, 0.21% active; AID 624170; further: on the % scale 0 is the no-effect control and ±100 the full control effect
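Enzyme dispensed in phosphate buffer (45 mM, pH 8.2, 0.02% Tween-20), compounds pinned in, then 1 mM L-glutamine solution and the glutamate oxidase–HRP–Amplex Red mix added; fluorescence read immediately and again after 30 min at room temperature.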
BLM inh = inhibitors of human Bloom syndrome helicase BLM; P54132; recombinant BLM DNA unwinding, fluorescence dequenching; Potency, µM (highest dose often 56.1 µM), without a hit: top-dose activity change, negative = inhibition, most hits filed as inhibitors; 350,000 tested, 0.2% active; AID 2528;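 further: plate controls were vehicle for no effect and no enzyme for full effect; nearly all actives have a fitted effect of over 35% in size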
BAZ2B block = inhibitors of human BAZ2B bromodomain; Q9UIF8; AlphaScreen BAZ2B-H3K14Ac peptide displacement; Potency, µM (doses to about 114 µM), for inactives: at the highest dose activity change, negative = inhibition, most hits filed as inhibitors; 360,000 tested, 4.4% active; further: on the % scale 0 is the no-effect control and ±100 the full control effect; nearly all actives have a fitted effect of over 60% in size
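In this displacement format the biotinylated H3(5-23) peptide acetylated at Lys14 serves as ligand at 50 nM, with BAZ2B at 50 nM in PBS pH 7.4 containing 0.01% Tween-20. Donor and acceptor beads are 10 ug/mL final.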
Pin1 inh = inhibitors of human Pin1; Pin1 FP peptide displacement, HiFluor488, 10 min; 390,000 tested, 0.009% active; Q13526; AID 504891; Potency, µM (highest dose often 115 µM), for the others: at the highest dose activity, negative = inhibition, hits mostly inhibitors; active means well fitted inhibition curve with a large enough effect in the polarisation, with a control signal flat, not every such curve was filed as active; inconclusive means small, poorly fitted or top-dose-only effect, or effect the other way, or a change in a side signal; inactive means no such curve, though single readings can be large or run the other way; the % refers to the polarisation; further: on the % scale 0 is the no-effect control and ±100 the full control effect
Target sequence (Q13526 whole entry, looked up): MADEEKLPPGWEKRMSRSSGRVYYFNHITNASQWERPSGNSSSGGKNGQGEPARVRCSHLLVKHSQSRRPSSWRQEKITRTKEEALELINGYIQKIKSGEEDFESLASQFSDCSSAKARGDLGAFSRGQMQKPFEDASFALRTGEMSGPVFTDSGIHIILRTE
The depositor's hits bear a star; i = inactive; u = inconclusive; x = not tested or not shown; [ ] = remark or other dose. Unless noted, the call rests on the fitted dose curve; in most records, active means well fitted curve in the direction sought with a large enough effect; inconclusive means small, poorly fitted or top-dose-only effect, or another doubt; inactive means no such curve, though single readings can be large; an effect the other way counts as inactive or inconclusive. Potency means the concentration at half of the fitted maximal effect. Only part of the results is shown; the hit share may differ from the screen's.

| smiles | JMJD2A Tudor inh | G9a inh | HP1b chromo inh | PGK inhibitor | Pol iota inh | GLS inhibitor | BLM inh | BAZ2B block | Pin1 inh |
| --- | --- | --- | --- | --- | --- | --- | --- | --- | --- |
| CCOC(=O)CNC(=O)c1cc2c(=O)[nH]c3ccc(C)cc3c2s1 | -8% | 22% | 31% | i | 22% | -3% | -1% | 4% | 1% |
| CCOc1ccc(N2CC(C(=O)Nc3cccnc3)CC2=O)cc1 (configuration not stated) | -7% | 28% | 28% | i | 27% | 0% | -2% | -12% | -3% |
| Cc1ccc(N2CCN(S(=O)(=O)N3CCCCC3)CC2)c(C)c1 | 52%[activator] | 171%[activator] | 101%[activator] | -1% | -22% | 3% | -4% | 13% | 36%[activator] |
| Cc1cccc(C)c1NC(=O)/C(C#N)=C/c1ccc(-c2ccc(C(=O)O)cc2)o1 | -28% | 45µM* | 12% | 9% | -9% | -4% | -3% | u | 18% |
| O=C(NCc1ccco1)C(=O)NCC1OCCN1C(=O)c1ccc(Cl)cc1 (configuration not stated) | -8% | 6% | -3% | 6% | -21% | 5% | -4% | -10% | 3% |
| S=c1[nH]nc(CCc2ccccc2)n1-c1ccccc1 | 11µM* | 1.4µM* | 6% | 5% | -7% | 8% | 3% | 2% | -11% |
| CS(=O)(=O)N(CC(=O)Nc1c(F)cccc1F)Cc1ccccc1 | -16% | 8% | 37% | -4% | 1% | -5% | -5% | 1% | u |
| COCCN(C(=O)COc1ccc(Cl)cc1)c1nnc(-c2cccnc2)s1 | -35% | u | 27% | 2% | 6% | 13% | 3% | -5% | u |
| Cc1ccccc1NCC(=O)N/N=C/c1ccc([N+](=O)[O-])cc1 | -21% | u | 20% | 0% | 1% | 0% | 1% | -8% | -7% |
| CCc1cccc(C)c1NC(=S)N(CCCN1CCN(C)CC1)Cc1cccs1 | -22% | 112%[activator][59 µM] | 3% | i | 12% | 0% | 0% | 10% | 2% |
| CCOC(=O)CCN(Cc1cccs1)S(=O)(=O)c1ccc(F)cc1 | 31% | 39%[activator] | 79%[activator] | 9% | 3% | -2% | -3% | 15% | -4% |
| Cc1scc(C(=O)N/N=C/c2ccc(Cl)s2)c1C | -3% | 26% | 37% | -6% | -20% | -1% | 4% | -3% | 8% |
| CCOC(=O)c1c(NC(=O)CSc2nccn2C)sc(C(=O)NC)c1C | -18% | -46% | 3% | -7% | 33%[activator] | 0% | x | 5% | -4% |
| Cc1cc(NS(=O)(=O)c2ccc(NC(=O)COc3ccc(Cl)c(C)c3)cc2)no1 | -14% | -13% | 17% | -8% | -3% | 0% | 1% | -2% | -2% |
| CN(CC(=O)Nc1cccc(F)c1)C(=O)CSc1ccccc1 | -21% | u | 10% | -4% | u | 6% | x | u | -2% |
| CCc1ccc(CN2CCN(S(=O)(=O)Cc3ccccc3)CC2)cc1 | 0.79µM* | u | -51% | i | 3% | 0% | -2% | 18µM* | -12% |
| O=C(COc1ccccc1)Nc1ccc(N2CCN(C(=O)c3cccs3)CC2)cc1 | u | u | -10% | -14% | 115%[activator] | 7% | -4% | -1% | 3% |
| COc1ccc(N2CC(C(=O)Nc3ccccc3-c3nc(-c4ccc(C)cc4)no3)CC2=O)cc1 (configuration not stated) | -22% | 5%[59 µM] | 4% | -4% | u | 3% | -17% | 8% | -2% |
| COc1cc(O)ccc1-c1nc2ccc(Br)cn2c1Nc1ccccc1C | u | u | -12% | 6% | 17% | 1% | -15% | u | -3% |
| Cc1ccc(N=Cc2ccc[nH]2)c(O)c1 | -31% | u | -7% | -3% | u | 18% | -3% | u | 48%[activator] |
| O=C(NCC1CCCO1)c1cc2nc(-c3ccco3)cc(C(F)(F)Cl)n2n1 (configuration not stated) | -10% | u | 23% | 7% | u | -14% | -5% | -38% | x |
| Cc1ccccc1N1CCN(Cc2c(C#N)c3ccccc3n2C)CC1 | 1% | -2%[59 µM] | 91%[activator] | i | -6% | -8% | -7% | -1% | 8% |
| O=C(c1ccccc1)N1CCCCC(Cl)C1=O (configuration not stated) | -26% | u | 9% | -10% | 6% | -10% | -4% | -3% | -5% |
| CC(C)NS(=O)(=O)c1ccc(OCC(=O)Nc2ccc3c(c2)OCO3)cc1 | -2% | 9%[59 µM] | 14% | 6% | 40%[activator] | 3% | -2% | -4% | 2% |
| O=C(NC(=S)Nc1cc(S(=O)(=O)N2CCOCC2)ccc1N1CCOCC1)c1ccco1 | -14% | -27% | 36% | -1% | 111%[activator] | -11% | -2% | -30% | 4% |
| c1ccc(CSc2nnnn2-c2ccc3c(c2)OCCO3)nc1 | 2% | -3%[59 µM] | 23% | x | 14% | 2% | -1% | 7% | -3% |
| CN(c1ccccc1)S(=O)(=O)c1cccc(NC(=O)CN2C(=O)NC3(CCCC3)C2=O)c1 | -14% | 56µM* | 13% | 0% | 12% | 0% | x | 4% | 8% |
| Cc1ccccc1NC(=O)C(C)OC(=O)CCC(=O)N(CC(C)C)c1c(N)n(CC(C)C)c(=O)[nH]c1=O (configuration not stated) | -12% | -29%[59 µM] | 10% | 1% | 19% | 1% | x | -2% | 3% |
| COc1ccc(C(=O)NC(Cn2ccnc2)C(C)(C)C)cc1OC1CCN(C(C)C)CC1 (configuration not stated) | -7% | u | 34% | i | -11% | -2% | -1% | -1% | 1% |
| O=C(NC1CCCCC1)NC1CCN(S(=O)(=O)c2ccc3c(c2)OCCO3)CC1 | -10% | 10%[59 µM] | 21% | 5% | 23% | 1% | -7% | 14% | -2% |

Random excerpt: three compounds from above
| smiles | JMJD2A Tudor inh | G9a inh | HP1b chromo inh | PGK inhibitor | Pol iota inh | GLS inhibitor | BLM inh | BAZ2B block | Pin1 inh |
| --- | --- | --- | --- | --- | --- | --- | --- | --- | --- |
| Cc1ccc(N=Cc2ccc[nH]2)c(O)c1 | -31% | u | -7% | -3% | u | 18% | -3% | u | 48%[activator] |
| CCc1cccc(C)c1NC(=S)N(CCCN1CCN(C)CC1)Cc1cccs1 | -22% | 112%[activator][59 µM] | 3% | i | 12% | 0% | 0% | 10% | 2% |
| CCc1ccc(CN2CCN(S(=O)(=O)Cc3ccccc3)CC2)cc1 | 0.79µM* | u | -51% | i | 3% | 0% | -2% | 18µM* | -12% |

Later entries
| smiles | JMJD2A Tudor inh | G9a inh | HP1b chromo inh | PGK inhibitor | Pol iota inh | GLS inhibitor | BLM inh | BAZ2B block | Pin1 inh |
| --- | --- | --- | --- | --- | --- | --- | --- | --- | --- |
| COCCNC(=O)COc1cccc2c1OC(C)(C)C2 | -25% | 9% | 15% | i | -15% | -18% | -7% | -12% | -6% |
| COC(=O)c1ccc(OC(=O)CS(=O)c2ccccc2[N+](=O)[O-])cc1 (configuration not stated) | -3% | x | 32% | -1% | 25% | 0% | -2% | -10% | 0% |
| CC(C)c1ccccc1-n1c(-c2cccnc2)n[nH]c1=S | 10µM* | -36%[12.7 µM] | 31% | -5% | 118%[activator] | 23% | -13% | -20% | -1% |
| Cc1cccn2c(=O)c3cc(C#N)c(=O)n(-c4nnc(SCc5ccc(F)cc5)s4)c3nc12 | 1% | 33%[59 µM] | 87%[activator] | x | 40%[activator] | 0% | -9% | 7% | u |
| COc1ccc(NC(=O)CCc2nnc3n(Cc4ccccc4Cl)c(=O)c4ccccc4n23)cc1 | -13% | -5%[59 µM] | 22% | i | 35% | -6% | -5% | -1% | 0% |
| COc1ccccc1CNC(=O)CN1C(=O)N(C)C2(CCCCC2)C1=O | 5% | 20%[12.7 µM] | 35%[activator] | i | -7% | -6% | x | -1% | -1% |
| Cc1ccc(F)cc1NC(=O)CCC(=O)c1cccs1 | 5% | 0%[59 µM] | 46%[activator] | -5% | -8% | 1% | 0% | 5% | -14% |
| CC1CC(C)CN(S(=O)(=O)CCNC(=O)c2ccccc2)C1 (configuration not stated) | -11% | -31% | 13% | -7% | 23% | 0% | x | 6% | -5% |
| CC(c1ccco1)N(C(=O)c1cccs1)c1ccccn1 (configuration not stated) | 1% | 8% | 27% | 3%[11.5 µM] | -9% | 10% | -2% | -3% | 1% |
| O=C1CC(N(C(=O)c2ccco2)c2ccc(F)cc2)C(=O)N1c1ccc(F)cc1 (configuration not stated) | 1% | 18% | 13% | -5% | -7% | -7% | -2% | 7% | 1% |
| Cc1ccc(NC(=O)CCN2C(=O)c3ccccc3Sc3ncccc32)c(Cl)c1 | 3% | 5%[59 µM] | 16% | -4% | -13% | -3% | -4% | -18% | 1% |
| CN1CCN(c2ccc(NC(=S)NC(=O)c3cccc4ccccc34)cc2)CC1 | u | 22µM* | u | 2% | 45%[activator] | 18% | 1% | 35µM* | -1% |
| CC(=O)c1cccc(NC(=O)c2csc3c2CCCCC3)c1 | u | -36% | 34% | i | 51%[activator] | 24% | -4% | -3% | -13% |
| O=C(CC1C=CCC1)Nc1ccccc1 (configuration not stated) | -10% | x | -8% | 1% | 20% | -4% | x | x | -4% |
| O=C(CN1CCSC1=O)N1CCN(S(=O)(=O)c2ccc(Cl)cc2)CC1 | -13% | 1%[59 µM] | 24% | i | 17% | 3% | x | -3% | -8% |

Laid out differently: entries from further up.
Every second line gives: JMJD2A Tudor inh | G9a inh | HP1b chromo inh | PGK inhibitor | Pol iota inh | GLS inhibitor | BLM inh | BAZ2B block | Pin1 inh
CCOC(=O)CCN(Cc1cccs1)S(=O)(=O)c1ccc(F)cc1
→ 31% | 39%[activator] | 79%[activator] | 9% | 3% | -2% | -3% | 15% | -4%
Cc1scc(C(=O)N/N=C/c2ccc(Cl)s2)c1C
→ -3% | 26% | 37% | -6% | -20% | -1% | 4% | -3% | 8%
CCOC(=O)c1c(NC(=O)CSc2nccn2C)sc(C(=O)NC)c1C
→ -18% | -46% | 3% | -7% | 33%[activator] | 0% | x | 5% | -4%

Compound activity from PubChem BioAssay.
